Screening results deposited in PubChem BioAssay by several laboratories.
FBA Mtb inh – inhibits M. tuberculosis FBA enzyme. AID 588726. purified M. tuberculosis FBA, fluorescence read-out. P9WQA3. inhibition, % at 1 µM. 2.3% of 360,000 active; in the data active means inhibition above about 27%;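 further: 0% = vehicle and 100% = reference inhibitor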
Target sequence (P9WQA3 whole entry, looked up): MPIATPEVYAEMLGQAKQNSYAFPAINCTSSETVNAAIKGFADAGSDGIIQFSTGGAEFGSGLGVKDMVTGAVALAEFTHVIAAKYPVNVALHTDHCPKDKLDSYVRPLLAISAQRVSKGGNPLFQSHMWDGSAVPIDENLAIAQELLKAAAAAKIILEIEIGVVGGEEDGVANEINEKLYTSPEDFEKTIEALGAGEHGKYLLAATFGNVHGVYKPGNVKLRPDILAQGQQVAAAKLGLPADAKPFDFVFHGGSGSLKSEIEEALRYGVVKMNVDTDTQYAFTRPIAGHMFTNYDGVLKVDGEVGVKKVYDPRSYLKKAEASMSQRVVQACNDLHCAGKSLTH
MazF activator – MazEF (E. coli) toxin RNase activation; activation, % at 20 µM; FAM/BHQ RNA-DNA oligo cleavage fluorescence, 5 h; 0.32% of 350,000 active; P0AE70; AID 504720; in the data active means activation above about 50%
Target sequence (P0AE70 whole entry, looked up): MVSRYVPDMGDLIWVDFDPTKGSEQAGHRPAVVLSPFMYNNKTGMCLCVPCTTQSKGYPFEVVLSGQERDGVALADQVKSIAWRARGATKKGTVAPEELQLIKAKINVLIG
Mtb BioA inh – BioA (M. tuberculosis) enzyme inhibition; purified M. tuberculosis BioA enzyme, plate reader; inhibition, % at 9.99 µM; 0.096% of 360,000 active; AID 602481; in the data active means inhibition above about 40%; inconclusive means no clear call, values can overlap the other calls
FadD28 binding – blocks FadD28 binding to the bisubstrate probe; 0.22% of 360,000 active; AID 588549; inhibition, % at 12.5 µM; fluorescence polarization; in the data active means inhibition above about 8.5%, passing the limit was not always enough; inconclusive means no clear call, values can overlap the other calls
Rv3671c inh – inhibitors of M. tuberculosis serine protease Rv3671c; AID 2606; inhibition, % at 5.96 µM; 0.048% of 320,000 active; in the data active means inhibition above about 38%;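 further: extracellular domain of Rv3671c used as enzyme; 0% = enzyme with DMSO and 100% = no enzyme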
Target sequence (P9WHR9 whole entry, looked up, the tested form may be a part): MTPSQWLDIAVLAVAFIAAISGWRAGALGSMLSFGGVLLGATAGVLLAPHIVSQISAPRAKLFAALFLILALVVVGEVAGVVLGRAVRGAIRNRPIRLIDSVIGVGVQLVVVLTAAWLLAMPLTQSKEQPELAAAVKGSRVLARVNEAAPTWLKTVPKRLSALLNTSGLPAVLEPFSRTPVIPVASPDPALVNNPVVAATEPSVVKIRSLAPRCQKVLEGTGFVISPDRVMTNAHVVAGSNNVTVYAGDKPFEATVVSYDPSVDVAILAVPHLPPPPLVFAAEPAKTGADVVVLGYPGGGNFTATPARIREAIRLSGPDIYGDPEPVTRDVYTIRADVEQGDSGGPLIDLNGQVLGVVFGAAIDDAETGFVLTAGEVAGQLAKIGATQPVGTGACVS
GDH-TPI inh – GDH-TPI coupled enzyme inhibition counter-screen. inhibition, % at 4.8 µM. AID 588335. GDH-TPI coupled enzyme counterscreen, NADH absorbance. 1.2% of 360,000 active; in the data active means inhibition above about 30%;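 further: 0% = DMSO wells and 100% = wells lacking the enzyme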
BoNT-F LC inh – blocks Botulinum neurotoxin F light chain protease; Multiplex microsphere protease cleavage assay, flow cytometry; inhibition, % at 10 µM; 0.22% of 360,000 active; in the data active means inhibition above about 35%, passing the limit was not always enough; inconclusive means no clear call, values can overlap the other calls; further: plate controls were buffer without enzyme for full effect and enzyme alone for no effect
PrPC surface inh – reduces human prion protein on the cell surface | cell surface PrPC, TR-FRET read-out | inhibition, % at 13.8 µM | 0.43% of 370,000 active | AID 720596; in the data active means inhibition above about 24%; further: 0% = median of the test wells and 100% = reference compound wells
UGM FP inh – blocks M. tuberculosis UGM enzyme | inhibition, % at 10 µM | 0.06% of 320,000 active | P9WIQ1 | purified UGM, fluorescence polarization probe displacement | AID 504406; in the data active means inhibition above about 10%, passing the limit was not always enough; inconclusive means no clear call, values can overlap the other calls
Numbers without * were called inactive; u = inconclusive; x = not tested or not shown.

SMILES | FBA Mtb inh | MazF activator | Mtb BioA inh | FadD28 binding | Rv3671c inh | GDH-TPI inh | BoNT-F LC inh | PrPC surface inh | UGM FP inh
CSc1nc(C)c(CCOC(=O)c2cccc(Cl)c2)c(=O)[nH]1 | 2.1 | -3.4 | -3.4 | -1.2 | 5.6 | 10.7 | 7.5 | -3.7 | 0.3
Cc1cccc(C(=O)NCC(=O)OCC(=O)NC2CCCCC2)c1 | -1.9 | 3.1 | -1.1 | -3.4 | -1.0 | -13.3 | 0.3 | 3.4 | 2.7
N=C(c1ccc([N+](=O)[O-])cc1)N1CCCCCC1 | 1.1 | 3.4 | x | -0.9 | 0.4 | 0.0 | -2.0 | -18.2 | 1.0
CCCN(CC(=O)Nc1ccccc1C)C(=O)C1CCN(S(=O)(=O)c2ccccc2C(F)(F)F)CC1 | -1.1 | 0.1 | x | -0.1 | -10.9 | -6.7 | -0.4 | -7.2 | 2.1
N#Cc1cc(N2CCCCC2)c([N+](=O)[O-])cc1C#N | 0.9 | -12.2 | x | -3.1 | 2.8 | 8.7 | 9.0 | 6.2 | 0.5
Cc1ccc(C(CC(=O)N2CCCCC2)c2ccccc2)c(O)c1C (stereo not given) | 2.1 | -0.8 | -1.1 | -3.5 | 10.3 | -1.7 | 128.1* | 7.4 | -1.1
COc1ccc(-c2cc(C(=O)OCC(=O)N3CCOCC3)c3ccccc3n2)cc1 | 19.2 | 0.2 | 1.3 | -0.2 | -18.4 | 22.1 | -8.7 | -19.5 | -2.0
Cc1cccc(C)c1NC(=O)/C(C#N)=C/c1cccs1 | 2.9 | -34.2 | -0.3 | 0.1 | -1.4 | 42.2* | -3.7 | -1.8 | -1.6
COCCOC(=O)C1=C(C)NC2=C(C(=O)CC(c3cccs3)C2)C1c1ccsc1 (stereo not given) | 15.1 | 0.4 | 0.4 | -3.6 | -8.1 | 15.2 | 5.6 | -2.4 | 4.7
COc1ccc(Cc2nc(-c3ccc(-n4cccc4)cc3)no2)cc1OC | 4.0 | 7.7 | -1.4 | -0.8 | -9.8 | -4.0 | -1.4 | 1.4 | 0.0
CC(C)CC1NC(=O)N(CC(=O)Nc2ccc(-c3ccccc3)cc2)C1=O (stereo not given) | -4.0 | -5.2 | -1.5 | -0.2 | -13.0 | -2.2 | 2.7 | 11.5 | 1.8
C[C@H](CO)N1C[C@H](C)[C@H](CN(C)Cc2ccc(C(=O)O)cc2)OCc2ccccc2-c2c(n(C)c3ccccc23)C1=O | 0.9 | 7.9 | 3.3 | -1.7 | x | 8.2 | -8.4 | 0.2 | x
CCN(CC)S(=O)(=O)c1ccc2c(c1)N(CC(=O)NCc1ccco1)C(=O)CO2 | -3.4 | 5.0 | -2.5 | -2.8 | 1.4 | 4.9 | -3.4 | -1.2 | -1.1
CCCCOC(=O)c1ccc(NC(=O)COC(=O)c2ccc3ncsc3c2)cc1 | 0.6 | -6.6 | -0.5 | -3.2 | -5.5 | 3.2 | -12.4 | 1.3 | -1.8
CCC1(CC)NC(=O)N(CC(=O)OCC(=O)Nc2cc(C)ccc2C)C1=O | 1.7 | -0.9 | x | -0.4 | -7.6 | 0.9 | -14.8 | -0.9 | 2.3
CCCCC(=O)NNC(=S)NC(=O)c1cccc([N+](=O)[O-])c1 | 0.5 | 6.7 | -1.1 | -4.0 | 9.0 | -7.3 | 7.1 | -9.1 | 1.7
Cc1ccc(-c2nnn(CC(=O)N(C)C3CCCCC3)n2)o1 | 4.2 | -26.6 | -1.6 | -0.4 | 10.6 | 5.3 | 7.4 | -1.9 | 2.2
O=C(NCc1ccccc1)OCCN1CCN(Cc2ccccc2)CCC1=O | -1.0 | -8.2 | 0.3 | -1.5 | -2.7 | 10.2 | -11.3 | 0.9 | 1.4
CS(=O)(=O)n1nc(-c2cccnc2)nc1NCc1ccccc1 | 4.8 | -26.0 | x | -1.7 | -6.3 | 6.3 | -1.0 | 1.3 | -0.6
O=C(Cc1cccs1)Nc1ccc(N2CCOCC2)cc1 | -0.8 | 8.1 | -0.5 | -1.0 | -3.2 | 9.0 | 11.9 | 3.3 | -2.8
C=C(C)CNC(=S)N/N=C/c1ccccc1OCC(=O)O | -3.9 | 4.3 | x | -3.9 | -0.3 | 23.2 | -0.8 | -1.7 | -1.5
COC(=O)Cc1ccc(NC(=O)c2ccccc2Cl)cc1 | -3.1 | 0.8 | x | -0.5 | 1.7 | -2.6 | 0.6 | -2.8 | 0.0
Cc1ccn2c(NC(=O)c3ccccc3)c(-c3ccccc3)nc2c1 | -6.9 | 3.2 | 0.6 | -3.9 | 6.8 | 0.4 | -5.1 | -4.8 | 0.0
Cc1cccc(NC(=O)c2oc3c(c2C)C(=O)CC(C)(C)C3)n1 | 0.0 | -26.3 | 0.0 | -1.5 | 7.4 | -0.4 | 3.1 | -5.3 | -1.6
COC(=O)C1=C(C)NC(C)=C(C(=O)OC)C1c1cc2cc(C)ccc2[nH]c1=O | 17.2 | 12.1 | -2.0 | -0.2 | 3.9 | 8.5 | 7.4 | -0.1 | 1.5
SMILES | FBA Mtb inh | MazF activator | Mtb BioA inh | FadD28 binding | Rv3671c inh | GDH-TPI inh | BoNT-F LC inh | PrPC surface inh | UGM FP inh
Cc1ccc(NC(=O)CSCC(=O)Nc2sccc2C#N)cc1 | 2.5 | -11.9 | x | u | 1.7 | 4.3 | -12.6 | 4.2 | 0.7
Cn1cnnc1SCC(=O)c1ccc2c(c1)OCO2 | 0.1 | 1.1 | 0.3 | -3.3 | 3.1 | 0.0 | 2.4 | -2.5 | 0.2
Cc1ccc(S(=O)(=O)Nc2ccccc2C(=O)N2CCCCCC2)cc1 | -1.2 | -8.3 | 1.0 | 0.3 | x | 3.5 | -3.4 | -2.2 | 2.0
CCCCc1nn2c(N)c(/C=C3\C=Nc4ccccc43)c(=O)nc2s1 | 0.1 | -2.3 | x | -0.7 | 5.2 | 2.6 | 2.5 | 2.2 | 2.6
Cc1ccccc1N=Nc1c(N)n[nH]c1N | -2.8 | 11.2 | 0.5 | -0.5 | x | 14.7 | x | 2.4 | 2.5
CN(CC(=O)N1CCN(c2ccccn2)CC1)S(=O)(=O)c1ccc2ccccc2c1 | 3.6 | -4.2 | -6.0 | -0.7 | -3.5 | 12.7 | -17.5 | 9.6 | 1.3
O=C(NCCC1=CCCCC1)C1CCCN(S(=O)(=O)c2ccc(F)cc2)C1 (stereo not given) | -0.4 | 14.8 | 0.0 | 2.4 | 3.1 | 3.1 | -6.8 | 7.0 | -2.4
COCCNc1ccc(S(=O)(=O)N2CCCC2)cn1 | 4.3 | 4.8 | 0.4 | -1.8 | 1.7 | 5.1 | 5.5 | 6.8 | -1.0
CCc1nc(SCC(=O)N2c3ccccc3CC2C)c2c(C)c(C)sc2n1 (stereo not given) | 1.7 | -15.4 | x | -15.9 | -25.9 | 6.9 | -0.1 | 4.1 | 1.4
CC(Nc1ccc(F)cc1)=[N+](C)CCNS(=O)(=O)c1ccc(Cl)cc1 | 1.8 | -4.7 | 5.9 | 0.3 | 4.7 | 14.2 | 4.9 | -0.1 | 1.7
COc1cc2c(cc1NC(=O)c1ccc(C)c([N+](=O)[O-])c1)oc1ccccc12 | -1.4 | 10.6 | -2.4 | -1.4 | -3.6 | 6.2 | -4.3 | 7.2 | -1.1
Nn1c(N2CCCCC2)nc2ccccc21 | -1.7 | 10.6 | -2.7 | -1.4 | -3.7 | 3.9 | 6.5 | 1.2 | 0.1
CC1CCCC(C)N1C(=O)COC(=O)Cc1ccc(Cl)cc1 (stereo not given) | 0.7 | -7.8 | -0.5 | -1.5 | -6.1 | 2.1 | -8.5 | -0.1 | -0.1
CCOC(=O)C1(Cc2cccc(OC)c2)CCN(CC2CC=CCC2)CC1 (stereo not given) | -1.8 | 3.3 | x | -1.2 | 1.0 | 0.7 | -3.5 | -5.7 | 0.5
S=c1nc2ccccc2c2nc(-c3ccccc3Br)[nH]n12 | -2.1 | 4.5 | 2.6 | 3.5 | -6.4 | 8.0 | 3.8 | 7.8 | 8.0
COc1ccc(S(=O)(=O)N2CCC(C(=O)NCCN3CCOCC3)CC2)cc1C | -6.8 | 5.3 | -2.3 | -3.0 | 4.3 | -5.2 | -10.9 | 0.3 | 2.1
COc1cc2[nH]c(=O)n(CCC(=O)N3CCN(c4cc(Cl)ccc4C)CC3)c(=O)c2cc1OC | 1.8 | -1.4 | 4.8 | -3.9 | -3.5 | 2.2 | 5.9 | -3.3 | 2.0
CC(C)c1ccc(NC(=O)C2CCN(S(C)(=O)=O)CC2)cc1 | 0.9 | -10.6 | -1.1 | 1.2 | 2.7 | 7.8 | -76.3 | -7.4 | -0.2
Cc1ccc(/C=N\NC(=O)Cn2c(C)nc3ccccc32)o1 | -0.6 | 3.9 | 0.2 | -3.3 | 2.8 | -2.8 | 2.8 | 6.4 | -0.3
O=C(Nc1nc(-c2ccccc2)cs1)c1cccs1 | -0.6 | 4.7 | 2.5 | -9.2 | -20.5 | 6.8 | -6.0 | 1.6 | -0.9
CC(C)c1cc(N2CCOCC2)n2ncc(-c3ccccc3)c2n1 | 4.1 | 2.6 | -0.9 | -0.7 | x | 9.7 | -0.1 | 7.4 | 0.7
CCOC(=O)/C=C1\NC(=O)CS1 | -8.5 | -10.1 | -2.2 | -3.2 | -3.2 | -1.9 | -0.1 | 0.2 | 1.0
CCOC(=O)N1CCN(C(=O)C(C)n2nc(C)n3c(cc4sccc43)c2=O)CC1 (stereo not given) | -0.8 | 2.9 | 1.5 | -3.6 | 3.2 | -4.1 | -10.2 | -4.1 | 0.9
Cc1c(C)n2c(SCC(=O)Nc3cccc4ccccc34)nnc2[nH]c1=O | -1.9 | 0.2 | 0.2 | -0.3 | -0.1 | 5.0 | -5.3 | 0.8 | x
O=S(=O)(Cc1ccc(Cl)cc1)C1CCCCC1O (stereo not given) | -1.1 | 4.1 | x | -3.2 | 0.7 | 7.3 | 2.7 | 8.8 | 0.8
SMILES | FBA Mtb inh | MazF activator | Mtb BioA inh | FadD28 binding | Rv3671c inh | GDH-TPI inh | BoNT-F LC inh | PrPC surface inh | UGM FP inh
O=C(Oc1ccc(C(=S)N2CCOCC2)cc1Br)c1ccccc1F | 1.6 | -3.1 | -2.3 | -0.5 | 0.1 | 4.5 | 4.8 | -6.2 | -2.6
CC(C)(Oc1ccc(Cl)cc1)C(=O)Nc1ccncc1 | 1.3 | 2.0 | 0.9 | -3.3 | 1.3 | -5.8 | -9.4 | 8.4 | -1.0
CCCOC(=O)c1c(-c2ccc(C)cc2C)csc1NC(=O)C1C2CCC(O2)C1C(=O)O (stereo not given) | -1.6 | -2.4 | 1.8 | -3.8 | 6.8 | -1.5 | -0.7 | 2.9 | 1.1
COc1ccc(-c2ccc(=O)n(Cc3cccc(Cl)c3)n2)cc1 | 3.9 | 7.8 | -2.4 | -2.4 | -3.5 | 7.0 | -6.2 | 0.3 | -1.6
O=C1OCCC1(c1ccccc1)c1ccccc1 | 0.7 | 6.1 | 0.1 | -2.8 | x | -3.5 | -5.8 | 5.9 | x
CCCC(=O)Nc1nnc(SCC(=O)N2CCN(c3ccccc3)CC2)s1 | 1.1 | 4.7 | -1.8 | -1.1 | 4.1 | 5.1 | 3.0 | -1.5 | 2.6
NS(=O)(=O)c1ccc(CNC(=O)c2ccc3ccccc3n2)cc1 | 1.4 | 1.7 | -2.5 | -0.7 | 0.3 | -3.1 | 0.9 | -5.8 | 2.6
CN(C(=O)CSc1nnc(-c2ccco2)n1Cc1ccccc1)C1CCS(=O)(=O)C1 (stereo not given) | 3.0 | 5.1 | 6.7 | -1.3 | 7.8 | 1.3 | 3.0 | -0.8 | 2.8
Cc1ccc(OCC(=O)Nc2ccccc2[N+](=O)[O-])c(Br)c1 | 0.6 | -10.0 | x | -0.5 | -2.7 | -1.2 | 2.0 | -2.3 | 3.2
COc1ccccc1NC(=O)Nn1cnnc1 | 3.0 | 1.4 | -1.8 | -0.3 | -5.3 | 11.2 | -1.9 | 3.3 | 1.5

Single records, as listed above.
Listed for CCCC(=O)Nc1nnc(SCC(=O)N2CCN(c3ccccc3)CC2)s1 : FBA Mtb inh: 1.1; MazF activator: 4.7; Mtb BioA inh: -1.8; FadD28 binding: -1.1; Rv3671c inh: 4.1; GDH-TPI inh: 5.1; BoNT-F LC inh: 3.0; PrPC surface inh: -1.5; UGM FP inh: 2.6
Listed for COc1ccccc1NC(=O)Nn1cnnc1 : FBA Mtb inh: 3.0; MazF activator: 1.4; Mtb BioA inh: -1.8; FadD28 binding: -0.3; Rv3671c inh: -5.3; GDH-TPI inh: 11.2; BoNT-F LC inh: -1.9; PrPC surface inh: 3.3; UGM FP inh: 1.5
